Screens: PubChem, Vanderbilt High Throughput Screening Facility
Cav3 T inh: blocks human Cav3.2 T-type calcium channel; O95180; Cav3.2-expressing cells, Fluo-4 calcium fluorescence FDSS; stronger effect = lower value; B-score at 10 µM; 100,000 tested, 4% active;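 active = single-dose well whose peak fluorescence ratio is a statistical outlier from its plate by either plate-standardised score or position-corrected B-score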
Target sequence (O95180 whole entry, looked up): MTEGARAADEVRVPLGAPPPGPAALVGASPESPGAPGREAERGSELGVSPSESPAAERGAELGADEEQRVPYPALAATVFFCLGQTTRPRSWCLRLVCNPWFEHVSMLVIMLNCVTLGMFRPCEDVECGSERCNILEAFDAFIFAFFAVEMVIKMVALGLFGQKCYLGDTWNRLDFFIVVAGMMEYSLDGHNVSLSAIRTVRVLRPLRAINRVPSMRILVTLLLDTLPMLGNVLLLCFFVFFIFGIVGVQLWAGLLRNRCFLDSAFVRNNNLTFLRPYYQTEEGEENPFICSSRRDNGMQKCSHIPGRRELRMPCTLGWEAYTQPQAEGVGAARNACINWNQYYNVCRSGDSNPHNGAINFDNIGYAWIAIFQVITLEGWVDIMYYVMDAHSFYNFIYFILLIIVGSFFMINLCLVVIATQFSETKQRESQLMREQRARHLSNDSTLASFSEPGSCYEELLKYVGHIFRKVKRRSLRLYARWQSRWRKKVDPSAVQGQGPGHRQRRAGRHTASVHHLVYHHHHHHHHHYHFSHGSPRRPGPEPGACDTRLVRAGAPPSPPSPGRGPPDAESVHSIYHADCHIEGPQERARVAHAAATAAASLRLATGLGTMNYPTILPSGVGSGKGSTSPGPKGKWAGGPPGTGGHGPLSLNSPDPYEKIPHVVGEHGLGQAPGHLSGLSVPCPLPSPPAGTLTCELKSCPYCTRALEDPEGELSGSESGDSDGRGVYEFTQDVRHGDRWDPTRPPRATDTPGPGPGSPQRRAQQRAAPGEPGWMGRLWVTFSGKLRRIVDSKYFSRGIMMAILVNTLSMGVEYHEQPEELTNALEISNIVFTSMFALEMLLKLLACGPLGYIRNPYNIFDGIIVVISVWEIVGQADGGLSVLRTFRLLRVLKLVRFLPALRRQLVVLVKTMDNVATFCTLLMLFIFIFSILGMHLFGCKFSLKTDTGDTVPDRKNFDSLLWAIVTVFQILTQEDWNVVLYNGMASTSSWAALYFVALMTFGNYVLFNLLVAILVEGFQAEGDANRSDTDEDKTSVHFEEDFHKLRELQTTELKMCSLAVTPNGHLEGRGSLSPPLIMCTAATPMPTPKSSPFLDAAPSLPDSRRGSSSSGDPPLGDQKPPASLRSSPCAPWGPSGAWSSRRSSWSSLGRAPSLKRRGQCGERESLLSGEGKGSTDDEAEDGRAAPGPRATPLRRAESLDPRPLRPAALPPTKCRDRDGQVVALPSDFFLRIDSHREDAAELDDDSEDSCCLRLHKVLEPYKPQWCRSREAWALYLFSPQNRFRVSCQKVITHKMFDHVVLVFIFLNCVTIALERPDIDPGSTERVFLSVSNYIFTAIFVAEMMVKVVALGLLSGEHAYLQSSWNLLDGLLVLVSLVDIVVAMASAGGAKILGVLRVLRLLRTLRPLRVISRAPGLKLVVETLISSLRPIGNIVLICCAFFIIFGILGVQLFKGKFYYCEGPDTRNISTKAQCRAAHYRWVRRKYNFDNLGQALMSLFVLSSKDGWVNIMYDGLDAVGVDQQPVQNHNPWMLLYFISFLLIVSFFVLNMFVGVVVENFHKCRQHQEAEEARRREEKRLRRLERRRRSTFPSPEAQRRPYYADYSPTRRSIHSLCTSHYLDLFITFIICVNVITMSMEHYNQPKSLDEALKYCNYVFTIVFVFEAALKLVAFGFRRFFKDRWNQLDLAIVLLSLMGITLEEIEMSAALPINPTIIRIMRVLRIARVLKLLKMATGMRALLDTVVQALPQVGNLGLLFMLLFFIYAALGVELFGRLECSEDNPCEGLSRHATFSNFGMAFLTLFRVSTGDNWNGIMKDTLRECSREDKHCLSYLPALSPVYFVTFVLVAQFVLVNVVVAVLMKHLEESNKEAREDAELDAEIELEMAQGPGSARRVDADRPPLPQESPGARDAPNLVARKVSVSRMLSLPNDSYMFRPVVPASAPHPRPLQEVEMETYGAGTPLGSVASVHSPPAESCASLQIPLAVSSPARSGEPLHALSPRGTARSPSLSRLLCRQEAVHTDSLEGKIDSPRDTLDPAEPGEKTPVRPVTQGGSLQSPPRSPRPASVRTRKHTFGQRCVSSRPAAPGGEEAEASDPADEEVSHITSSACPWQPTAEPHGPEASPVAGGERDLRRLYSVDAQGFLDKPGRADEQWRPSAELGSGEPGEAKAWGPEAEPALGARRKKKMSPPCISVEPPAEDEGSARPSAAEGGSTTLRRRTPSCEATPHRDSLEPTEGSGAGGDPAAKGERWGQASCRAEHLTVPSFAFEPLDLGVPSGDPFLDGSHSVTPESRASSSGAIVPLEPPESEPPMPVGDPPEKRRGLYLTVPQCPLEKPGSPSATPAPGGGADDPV
Active calls of the source: *. Some of the compounds tested. The share of hits here may be higher or lower than overall.

SMILES	Cav3 T inh
CCC(NS(=O)(=O)c1ccc(C)cc1)C(=O)O (stereo not given)	0.361
COc1ccc(S(=O)(=O)N2CCC[C@H]2C(=O)NC2=NCCS2)cc1	0.0184
CCOc1ccc(NC(=O)C23CC4CC(C2)CC(c2ccccc2)(C4)C3)cc1	-1.87*
NC(=O)c1c(NC(=O)CN2CCOCC2)sc2c1CCC2	0.0641
CCCCCCC(=O)Nc1nnc(CC)s1	-0.664
CCC(C)NC(=O)C1CCC(=O)N(c2ccc3c(c2)OCO3)C1c1ccc(OC)cc1 (stereo not given)	-0.558
CCOc1ccc(OCC(=O)NCCc2nc3ccccc3[nH]2)cc1	0.0914
COc1ccccc1CNC(=O)c1cc2c(C)nn(Cc3ccc(F)cc3)c2s1	-1.4
O=C(/C=C/c1ccc2c(c1)OCO2)c1ccc(F)cc1	-0.266
COc1ccccc1C(=O)n1nc(C)cc1C	1.11
Cc1cc(C)c2nc(N)sc2c1	-0.683
Cc1cc(-c2cc(-c3ccc(Cl)cc3)on2)nc(NC2CCCC2)n1	0.0237
CCOC(=O)Cc1csc2nc3sc(C)c(C)c3c(=O)n12	-2.04
C/C(=N\NC(=O)Cc1cccn1C)c1ccc2ccccc2c1	-0.519
CCCN(CCC)Cc1cc2ccccc2c2c1COC2	-0.0663

6 entries from above, reformatted.
mol,Cav3 T inh
COc1ccccc1C(=O)n1nc(C)cc1C,1.11
Cc1cc(C)c2nc(N)sc2c1,-0.683
Cc1cc(-c2cc(-c3ccc(Cl)cc3)on2)nc(NC2CCCC2)n1,0.0237
CCOC(=O)Cc1csc2nc3sc(C)c(C)c3c(=O)n12,-2.04
C/C(=N\NC(=O)Cc1cccn1C)c1ccc2ccccc2c1,-0.519
CCCN(CCC)Cc1cc2ccccc2c2c1COC2,-0.0663

Going on with the list.
SMILES	Cav3 T inh
C=CCc1ccccc1OCC(CN1CCCCC1)OC(C)=O (stereo not given)	-0.459
Cc1ccc(CCN2CC(C(=O)NCCCN3CCCCCC3)CC2=O)cc1 (stereo not given)	-0.0423
O=C(Nc1ccccn1)c1ccc(COc2ccccc2Cl)o1	-1.06
Cc1nn(C)c(C)c1S(=O)(=O)N1CCC(C(=O)NC2CCCc3ccccc32)CC1 (stereo not given)	0.0609
Cc1onc(-c2c(F)cccc2Cl)c1C(=O)OCC(=O)Nc1c(C)n(C)n(-c2ccccc2)c1=O	-0.293
COc1ccc(CNC(=O)c2noc3c2CCCC3)cc1	-5.45*
Cn1c2c(c(=O)n(C)c1=O)CN(Cc1ccc(F)cc1)CN2	-0.926
CCCc1nc2ccccc2n1CCOc1ccccc1	-5.28*
O=C(CSc1nnc(COc2ccccc2)n1-c1ccccc1)c1ccccc1	-6.07*
O=C1NC(c2cc3c(cc2Cl)OCO3)Oc2ccccc21 (stereo not given)	-1.37
CC1=N/C(=C\c2ccc([N+](=O)[O-])cc2)C(=O)N1c1ccc(Br)c(C)c1	-0.0927
COc1ccc(NC(=O)/C=C/C(=O)O)cc1Cl	0.716
O=C(O)C1CCN(c2nc(-c3ccccc3)nc3c2oc2ccccc23)CC1	1.32
CCn1c(=O)c2c(cnn2C)c2ccccc21	0.663
C=CCn1c(=O)n(CCOC)c(=O)c2sc3ccccc3c21	-0.262
COc1ccccc1NC(=O)CSc1nnnn1C	-0.0483
Cc1ccnc(NS(=O)(=O)c2ccc(NC(=O)C34CC5CC(CC(C5)C3)C4)cc2)n1	0.344
O=C(Nc1cccc(-c2nnc(-c3ccccc3)o2)c1)C1CCCO1 (stereo not given)	-0.286
CCCCn1cnc2c(cnn2-c2ccc(Cl)cc2)c1=O	-0.942
CCn1c(SC)nnc1-c1ccc(S(=O)(=O)N2CCCCC2)cc1	0.655
O=C(Cc1ccc2cccnc2c1)c1ccc(O)cc1O	-0.318
CCCCOCCCNS(=O)(=O)c1ccccc1	0.875
CCS(=O)(=O)n1nc(-c2ccc(Cl)cc2)nc1SC	-3.6
CCc1ccccc1N(CC)C(=O)c1cn(C)c(=O)c2cc(OC)c(OC)cc12	1.18
O=C(CN(c1ccc(F)cc1)S(=O)(=O)c1ccc2c(c1)OCCO2)NCc1ccccn1	-0.0195
CC1CCCCN1S(=O)(=O)c1ccc(S(=O)(=O)NCCc2ccncc2)cc1 (stereo not given)	0.448
COc1ccc(S(=O)(=O)N(c2onc(C)c2Cl)S(=O)(=O)c2ccc(OC)c(OC)c2)cc1OC	0.0341
CC(NC(=O)Cn1nc(-c2ccccc2)c2ccccc2c1=O)c1ccccc1 (stereo not given)	-1.96
COc1ccc(-n2cnnc2)cc1	0.452
O=C(Cc1ccsc1)NCC(c1ccco1)N1CCCCC1 (stereo not given)	0.163

A second format for part of the listing above.
| Structure | Cav3 T inh |
| --- | --- |
| O=C(CN(c1ccc(F)cc1)S(=O)(=O)c1ccc2c(c1)OCCO2)NCc1ccccn1 | -0.0195 |
| CC1CCCCN1S(=O)(=O)c1ccc(S(=O)(=O)NCCc2ccncc2)cc1 (stereo not given) | 0.448 |
| COc1ccc(S(=O)(=O)N(c2onc(C)c2Cl)S(=O)(=O)c2ccc(OC)c(OC)c2)cc1OC | 0.0341 |
| CC(NC(=O)Cn1nc(-c2ccccc2)c2ccccc2c1=O)c1ccccc1 (stereo not given) | -1.96 |
| COc1ccc(-n2cnnc2)cc1 | 0.452 |
| O=C(Cc1ccsc1)NCC(c1ccco1)N1CCCCC1 (stereo not given) | 0.163 |

Later entries:
SMILES	Cav3 T inh
Cc1cc(C(=O)COc2ccc(-c3nnco3)cc2)c(C)n1Cc1ccccc1	-2.75
c1ccc2c(c1)nc(N1CCN(C3CCCCC3)CC1)c1nnnn12	-0.508
c1ccc(Cn2nnnc2C(c2cccs2)N2CCSCC2)cc1 (stereo not given)	-3.42
COC(=O)CSc1nnc(C)c(=O)[nH]1	0.889
CC1=N/C(=C\c2ccc([N+](=O)[O-])cc2)C(=O)N1c1ccc(Cl)cc1	-0.0818
O=C(Nc1nccs1)C1CCN(S(=O)(=O)c2ccc3c(c2)OCCCO3)CC1	-0.464
Cc1oc2cc(O)ccc2c(=O)c1N1C(=O)c2ccccc2C1=O	-0.44
CN1CCN(C(=O)C2=C[C@H](c3coc4ccccc4c3=O)C[C@H](OCc3ccc(CO)cc3)O2)CC1	0.529
COc1ccc(C2C(=O)N(C3CCCCC3)CC(=O)N2CC2COc3ccccc3O2)cc1 (stereo not given)	0.127
CC(C)CC(=O)NC1(C(F)(F)F)C(=O)Nc2c1c(=O)n(C)c(=O)n2C (stereo not given)	-0.0158
CCSc1ncnc2c1oc1ccccc12	-0.871
COc1cc(OC)cc(C(=O)Nc2ccc3c(c2)COC3=O)c1	-0.00351
c1ccc(C(c2nnnn2C2CCCC2)N2CCN(c3ccccc3)CC2)cc1 (stereo not given)	-5.14*
Cc1ccc(-n2c(N)c(C#N)c(-c3ccc(Cl)cc3)c(C#N)c2=O)cc1	0.446
Cc1c(C(=O)N2CCCC2)sc(NC(=O)c2ccc(Cl)cc2)c1C#N	-0.286
C=C(C)c1sc(-c2ccc(Cl)cc2)nc1C	0.958
Cn1c(=O)c2c(nc(SCc3ccccc3)n2Cc2ccc(Cl)cc2)n(C)c1=O	-4.39*
CCCC12CN3CC(C)(CN(C1)C3c1ccc(OC(C)C)cc1)C2=O (stereo not given)	-0.456
Cn1c(C(=O)NCCN2CCCCCC2)cc2c(=O)n(C)c3ccccc3c21	0.45
COc1ccc(CCNS(=O)(=O)c2cn(C)c(=O)n(C)c2=O)cc1	0.351
O=C1C(C=NCC2CCCO2)=C(O)c2ccccc21 (stereo not given)	1.35
COc1ccc(C(c2nnnn2CCc2ccccc2)N2CCN(C3CCCC3)CC2)cc1OC (stereo not given)	0.585
Cc1cc(NC(=O)CN2CCN(S(=O)(=O)c3ccc4ccccc4c3)CC2)no1	0.108
COc1cc2c3c(c1)c(C1=NC(=S)NC1=O)c(O)n3C(C)(C)C=C2C	0.739
CCCC1S/C(=N/N=C/c2ccc(OC)cc2)N(Cc2ccccc2)C1=O (stereo not given)	-3.59*
CCO[C@@H]1OC(C(=O)NC2CC2)=C[C@H](c2ccc(Br)cc2)[C@H]1CCCO	0.637
NC(=O)c1ccccc1N/C=C/C(=O)c1cccs1	-0.39
CCOc1cc(S(=O)(=O)N(CC)CC)ccc1F	-0.204
Cc1cc(C)c2nc(C(F)(F)F)c(C#N)c(N)c2c1	1.66
C/C=C(/C(=C/C)c1ccc(O)cc1)c1ccc(O)cc1	-1.81
CCN(CC)C(=O)CSc1nnc(-c2ccccc2)o1	-0.83
Cc1ccc(-c2noc(CCC(=O)NC3CCN(Cc4ccccc4)CC3)n2)cc1	-0.0644
N#CC(C(=O)OCc1ccccc1)c1nc2ccccc2nc1N1CCOCC1 (stereo not given)	-3.72
CCC(=O)N(Cc1cc2cc(OC)ccc2[nH]c1=O)c1ccc(C)cc1C	-4.03
CCOC(=O)c1sc(NC(C)=O)cc1C	0.59
COc1ccc(C(=O)N(Cc2ccccc2)Cc2cc3cc4c(cc3[nH]c2=O)OCCO4)cc1	-2.87
CCn1cc([N+](=O)[O-])c(C(=O)N2N=C(c3ccc4ccccc4c3)CC2c2cc(Br)ccc2O)n1 (stereo not given)	-0.439
Cc1ccc(-c2nnn(CC(=O)N(Cc3ccco3)C(C(=O)NC3CCCC3)c3cccs3)n2)o1 (stereo not given)	-0.651
O=C(O)C1CC(=O)N(Cc2ccc3c(c2)OCO3)C1 (stereo not given)	-3.25
Cc1ccc(NC2=C(Cl)C(=O)OC2OC(=O)c2ccco2)cc1 (stereo not given)	-0.412
CC(C)CCNC(=O)C1CCN(C(=O)N(C)C)CC1	-1.5
COCc1cc(C)nc(OCC(=O)N/N=C\c2cc(C)n(-c3cccc(C(F)(F)F)c3)c2C)c1C#N	-4.85*
CCCCCCNc1cc2n(c(=O)n1)CCc1cc(OC)c(OC)cc1-2	-1.13
COc1ccc(NC(=O)Nc2ccc3nc(C)c(C)nc3c2)cc1	1.17
CCCS(=O)(=O)N1CCCC(c2nc(-c3cccc(OC)c3)no2)C1 (stereo not given)	-4.01*
COc1ccc2oc(=O)c(C(=O)NCc3ccc4c(c3)OCO4)cc2c1	0.0702
CC(/C=C1\N=C(SCc2ccccc2Cl)SC1=O)=C\c1ccccc1	-0.142
CCN1CCN(Cc2ccc(NC(=O)c3cc(NC(=O)c4ccc5n[nH]nc5c4)cc(OC)c3)cc2C(F)(F)F)CC1	0.263
CC(=O)Nc1ccc(OC(F)(F)C(F)F)c(NC(C)=O)c1	0.79
CCOC(=O)C1CCCN(CC(=O)NC2CC2)C1 (stereo not given)	1.58
CCCn1nnnc1SCC(=O)N1CCOCC1	-2.94
O=C(COC(=O)c1ccco1)NC1CCCCC1	-0.506
Cc1cc(C)n2nc(C(=O)OCCOc3ccc(Br)cc3)nc2n1	0.522
CC(C)c1ccc(CNCc2ccccc2)cc1	0.118
O=c1[nH]nnc2sc3c(c12)CCCC3	0.137
CCOC(=O)CN1C(=O)C(O)(CC(=O)c2ccccn2)c2ccccc21 (stereo not given)	-0.607
COc1cc(Nc2ccc(C)cc2)c([N+](=O)[O-])nc1[N+](=O)[O-]	0.477
O=C(c1ccco1)N1CCN(C(=O)C2CCN(S(=O)(=O)c3cnc[nH]3)CC2)CC1	0.438
O=C(CCOc1ccccc1)N1CCN(S(=O)(=O)c2cccs2)CC1	-0.829
COc1ccc(-n2c(Cc3cccn3C)nnc2SCC(=O)NCc2ccccc2Cl)cc1	0.27

Reprinted from the part before: three entries; new compounds follow.
SMILES	Cav3 T inh
O=C(c1ccco1)N1CCN(C(=O)C2CCN(S(=O)(=O)c3cnc[nH]3)CC2)CC1	0.438
O=C(CCOc1ccccc1)N1CCN(S(=O)(=O)c2cccs2)CC1	-0.829
COc1ccc(-n2c(Cc3cccn3C)nnc2SCC(=O)NCc2ccccc2Cl)cc1	0.27
COc1ccc(NC(=O)Nc2cc(C)ccc2F)cc1	-1.99
N/C(=N\OC(=O)Nc1ccc(Cl)c(Cl)c1)c1ncc(C(F)(F)F)cc1Cl	-0.00792
O=C(Cn1cc(C(=O)C2CC2)c2ccccc21)NCC1CCCO1 (stereo not given)	-0.628
Cc1ccc(Cl)cc1N1CCN(C(=O)CCC(=O)O)CC1	-2.18
CCOc1ccccc1C(=O)NCCCN1CCN(CCCNC(=O)c2ccccc2OCC)CC1	-0.129
CCOC(CNC(=O)CCc1c(C)nc2nc(C)nn2c1C)OCC	1.28
Cc1nnc(-c2cnn(-c3ccccc3)c2N)n1Cc1cccc(C(F)(F)F)c1	-0.0751
CN(C)c1ccnc(N(Cc2ccccc2)Cc2ccccc2)c1C#N	-1.13
COc1cc(CN2CC(C)OC(C)C2)cc(OC)c1 (stereo not given)	0.948
COc1ccc(C(=O)/C=C/c2ccc(O)cc2)c(O)c1CC=C(C)C	1.02
Cc1cc(C(=O)CN(Cc2ccc(F)cc2)S(=O)(=O)c2ccc3c(c2)OCCO3)c(C)n1C	-2.88*
COc1ccc(NC(=O)C2CCN(C(=O)NCc3ccccc3)CC2)cc1	0.87
CN1CCN(c2oc(-c3ccco3)nc2S(=O)(=O)c2ccccc2)CC1	-0.0158
CCc1ccccc1NC(=O)C1NC(=O)CC1c1ccccc1 (stereo not given)	-0.172
CCOc1ccc(C(O)c2nccn2Cc2ccccc2)cc1 (stereo not given)	0.17
CC(C)(C)C(=O)NC1CCN(S(=O)(=O)c2ccccc2F)CC1	-0.51
CCOC(=O)N1CCN(C(=O)c2cc(S(=O)(=O)N3CCCC3)cn2C)CC1	0.106
CCCNC(=O)CS(=O)(=O)Cc1nc(-c2ccccc2C)oc1C	-0.844
Cc1cccc(C)c1N1CC(=O)N(c2c(C)cccc2C)CC1=O	1.05
CCCOC(=S)NC(=O)c1sc2ccccc2c1Cl	-0.0168
CCOC(=O)/C=C/CN(C(=O)OC(C)(C)C)S(=O)(=O)N1CC=CC1	0.152
O=c1[nH]c2c(c3c1CCCC3)CCCC2	0.184
Cc1cc(C)nc(Nc2n[nH]c(-c3cccc4ccccc34)n2)n1	-1.99
Cc1cccc(-n2nc(C)cc2N)c1	-0.0709
Cc1nn(-c2ncc(C(F)(F)F)cc2Cl)c(=O)n1-c1ccccc1	0.399
C/C(=N\NC(=O)C(NC(=O)c1ccccc1)C(C)C)c1ccccc1 (stereo not given)	-1.29
CCc1cn([C@H]2C[C@H](O)[C@@H](CO)O2)c(=O)[nH]c1=O	-1.06
O=C(NCc1ccc2c(c1)OCO2)c1cccc(C(=O)NCc2ccc3c(c2)OCO3)c1	-1.02
